HIF act: HIF pathway transcriptional activation; U2OS HRE-luciferase reporter, luminescence; normalized: DMSO 0%, desferrioxamine 100%; activation, % at 7.5 µM (by protocol); 300,000 tested, 0.32% active; AID 1910;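 active = mean activation of at least 10% of the iron chelator positive control signal, with at least half of replicates also reaching 10%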
HSF1 inh: HSF1 inhibition. NIH3T3-HGL HSE-luciferase, MG132-induced, luminescence 8 h; active compounds read low. activity change, negative = inhibition, % at 7.5 µM (by protocol). 300,000 tested, 0.77% active. AID 2098;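 active = more than half of replicate wells show activity change below -50%, luminescence cut by over half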;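 note: luciferase reports HSF-1 transcriptional activity via heat shock element; 0% = median of DMSO wells and -100% = zero luminescence signal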
Platelet DG rel: platelet dense granule release activity | 300,000 tested, 0.22% active | AID 1663 | human platelet-rich plasma, SFLLRN dense granule ATP release, luminescence | inhibition, %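 (compounds screened at 7.5 µM in platelet-rich plasma)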;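 active = mean replicate score, as percent of positive control, at or above 50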
AI-2 QS modul: modulators of Vibrio harveyi AI-2 quorum sensing system; Vibrio harveyi JMH597 AI-2 luminescence/OD600 ratio, 9 h; active compounds read low; strain lacks LuxN and CqsS sensors; 0 = neutral-control median; activity change, % at 7.5 µM; 300,000 tested, 0.4% active; AID 2094; in the data active = activity change below about -75%, passing the limit was not always enough;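 note: luminescence divided by OD600 gain over 9 h not by final OD600 alone; inactives centre near 13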
HSP90 inh: blocks HSP90-mediated luciferase refolding in reticulocyte lysate | AID 1789 | 290,000 tested, 0.91% active | Rabbit reticulocyte lysate, luciferase refolding luminescence, 3 h | inhibition, % at 5.6 µM;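 active = inhibition above the screen-wide mean plus 3 SD, computed separately per campaign, cut at about 16% in these data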;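 note: 0% = DMSO wells and 100% = 60 µM geldanamycin wells; inhibitors lower the luminescence because luciferase stays unfolded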
KLF5 inhibitor: kruppel-like factor 5 inhibition; DLD-1 KLF5 promoter-luciferase reporter, luminescence; inhibition, % at 5 µM; 290,000 tested, 0.23% active; AID 1700;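 active = inhibition above a per-plate limit of that plate's mean compound inhibition plus 3 SD, cut at about 60% in these data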;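 note: 0% = DMSO wells and 100% = LY294002 at 200 µM; higher means less KLF5 promoter-driven luciferase light; inactives centre near -14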
aSyn 5UTR inh: MLPCN primary screen, SNCA 5' untranslated region; alpha-synuclein 5'UTR reporter, inhibitor activity; AID 1813; 300,000 tested, 0.82% active; inhibition, % (tested at 7.5 µM); in the data active = inhibition above about 60%;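 note: H4 neuroglioblastoma cells stably carrying SNCA 5'UTR luciferase fusion; 0% = DMSO wells and 100% = positive control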
SKKanGAS inh: inhibitors of SKKanGAS S. pyogenes growth in kanamycin (SK-promoter or general growth effect). BacTiter-Glo, 6 h. inhibition, % at 7.5 µM. 300,000 tested, 1.3% active;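 active = mean replicate score, as percent of positive control median, at least 50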;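 note: strain carries kanamycin resistance gene driven by streptokinase promoter and grows in 40 µg/ml kanamycin; loss of luminescence reflects streptokinase promoter inhibition or plain growth inhibition; 0% = median of DMSO wells and 100% = positive control at its reference dose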
IEC-6 tox: counter-screen for KLF5 inhibitors: cytotoxicity in IEC-6 cells | 290,000 tested, 0.78% active | inhibition, % at 5 µM | AID 1825 | IEC-6 cytotoxicity, luminescence viability; in the data active = inhibition above about 22%;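 note: 0% = plate median of test compound wells and 100% = cytotoxic reference compound wells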
HSF1 activator: increases HSF-1 driven luciferase reporter signal. activation, % at 9 µM. 300,000 tested, 1.7% active. NIH3T3-HGL HSF-1 luciferase reporter, MG132, 8 h; 100% = twice DMSO control signal;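 active = mean replicate activation of at least 50% with a set share of replicates each reaching 50%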;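 note: 0% = median of the neutral control wells and 100% = twice that signal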
Starred values were filed as active, the others as inactive.

How did Cc1ccc(O)c(NC(=O)/C=C/C(=O)O)c1 do in these assays?
HIF act: 2.0; HSF1 inh: -1; Platelet DG rel: -9; AI-2 QS modul: 48; HSP90 inh: 0; KLF5 inhibitor: -40; aSyn 5UTR inh: -27; SKKanGAS inh: -8; IEC-6 tox: -6; HSF1 activator: -6

What do the screens show for `Cc1ccc(COc2ccc(CNCCCN3CCCCCC3=O)cc2)cc1`?
HIF act: 0.7; HSF1 inh: 1; Platelet DG rel: -5; AI-2 QS modul: 7; HSP90 inh: -2; KLF5 inhibitor: -44; aSyn 5UTR inh: -33; SKKanGAS inh: -4; IEC-6 tox: 0; HSF1 activator: 22

How did COCCN1Cc2cccc(C(=O)Nc3ccc(S(=O)(=O)N4CCCCC4)cc3)c2C1=O do in these assays?
HIF act: 0.0; HSF1 inh: -4; Platelet DG rel: 20; AI-2 QS modul: 34; HSP90 inh: 5; KLF5 inhibitor: 18; aSyn 5UTR inh: 27; SKKanGAS inh: 5; IEC-6 tox: 5; HSF1 activator: -19

Results for O=C(OCc1ccccc1Cl)c1ccc(-n2cnnc2)cc1 ?
HIF act: 0.1; HSF1 inh: 2; Platelet DG rel: 4; AI-2 QS modul: 26; HSP90 inh: 4; KLF5 inhibitor: -2; aSyn 5UTR inh: 17; SKKanGAS inh: -4; IEC-6 tox: 0; HSF1 activator: 14

What do the screens show for `O=C(Cn1c(=O)oc2ccccc21)Nc1ccccc1Cl`?
HIF act: 0.1; HSF1 inh: 2; Platelet DG rel: 0; AI-2 QS modul: -9; HSP90 inh: -2; KLF5 inhibitor: -29; aSyn 5UTR inh: -21; SKKanGAS inh: -1; IEC-6 tox: 4; HSF1 activator: -11

How did N=c1n(Cc2ccccc2)c2ccccc2n1CC(O)c1ccco1 (stereo unspecified) do in these assays?
HIF act: -0.2; HSF1 inh: 3; Platelet DG rel: 1; AI-2 QS modul: 16; HSP90 inh: 3; KLF5 inhibitor: -32; aSyn 5UTR inh: -18; SKKanGAS inh: -3; IEC-6 tox: 4; HSF1 activator: -8

How did CCOc1ccc(NC(=O)CSc2nnc(C34CC5CC(CC(C5)C3)C4)n2C)cc1 do in these assays?
HIF act: -0.1; HSF1 inh: 1; Platelet DG rel: -3; AI-2 QS modul: 3; HSP90 inh: -2; KLF5 inhibitor: -20; aSyn 5UTR inh: 0; SKKanGAS inh: -7; IEC-6 tox: 5; HSF1 activator: -2

What do the screens show for `O=C(c1cccc([N+](=O)[O-])c1)c1ccccn1`?
HIF act: 0.1; HSF1 inh: 4; Platelet DG rel: 3; AI-2 QS modul: 24; HSP90 inh: -1; KLF5 inhibitor: -10; aSyn 5UTR inh: 8; SKKanGAS inh: 3; IEC-6 tox: -2; HSF1 activator: 26

How did CCOC(=O)N1CCN(C(=O)c2ccc3nc4ccsc4c(=O)n3c2)CC1 do in these assays?
HIF act: 0.0; HSF1 inh: -5; Platelet DG rel: 8; AI-2 QS modul: 21; HSP90 inh: -5; KLF5 inhibitor: -10; aSyn 5UTR inh: -42; SKKanGAS inh: -3; IEC-6 tox: -4; HSF1 activator: -6

Results for CC(=O)c1cccc(NC(=O)c2sc3nc4n(c(=O)c3c2C)CCCCC4)c1 ?
HIF act: -0.1; HSF1 inh: 9; Platelet DG rel: -1; AI-2 QS modul: 18; HSP90 inh: -2; KLF5 inhibitor: -18; aSyn 5UTR inh: 7; SKKanGAS inh: 6; IEC-6 tox: -2; HSF1 activator: 2

What do the screens show for `CC(=O)Nc1ccc(S(=O)(=O)NCC2CCC(C(=O)NC(C)c3ccccc3)CC2)cc1` (stereo unspecified)?
HIF act: 0.8; HSF1 inh: 2; Platelet DG rel: 8; AI-2 QS modul: 16; HSP90 inh: -2; KLF5 inhibitor: -5; aSyn 5UTR inh: 16; SKKanGAS inh: 4; IEC-6 tox: 7; HSF1 activator: 0

Results for CCCCn1c(SCC(=O)N2c3ccccc3CCc3ccccc32)nc2c1c(=O)n(C)c(=O)n2C ?
HIF act: -0.4; HSF1 inh: -4; Platelet DG rel: 4; AI-2 QS modul: 3; HSP90 inh: 1; KLF5 inhibitor: -12; aSyn 5UTR inh: 74*; SKKanGAS inh: 0; IEC-6 tox: -8; HSF1 activator: 7

What do the screens show for `Nc1nc(Nc2ccccc2)nc(NCc2ccco2)c1[N+](=O)[O-]`?
HIF act: 1.1; HSF1 inh: -11; Platelet DG rel: -25; AI-2 QS modul: 5; HSP90 inh: -1; KLF5 inhibitor: 2; aSyn 5UTR inh: 38; SKKanGAS inh: -3; IEC-6 tox: -4; HSF1 activator: 5

How did C=CCn1c(-c2cc3c(s2)CCC(CC)C3)n[nH]c1=S (stereo unspecified) do in these assays?
HIF act: 0.0; HSF1 inh: 1; Platelet DG rel: 6; AI-2 QS modul: 14; HSP90 inh: -3; KLF5 inhibitor: -62; aSyn 5UTR inh: -12; SKKanGAS inh: 1; IEC-6 tox: 0; HSF1 activator: 8

How did COc1ccc(CN(Cc2ccc(C(=O)O)cc2)C(=S)Nc2ccccc2C)cc1OC do in these assays?
HIF act: -26; HSF1 inh: 3; Platelet DG rel: -12; AI-2 QS modul: 9; HSP90 inh: 0; KLF5 inhibitor: -3; aSyn 5UTR inh: -9; SKKanGAS inh: -5; IEC-6 tox: -1; HSF1 activator: 20

How did Cc1oc(-c2ccccc2Cl)nc1CN1CCCCC1c1cccnc1 (stereo unspecified) do in these assays?
HIF act: -1.3; HSF1 inh: 3; Platelet DG rel: -3; AI-2 QS modul: 14; HSP90 inh: 0; KLF5 inhibitor: -11; aSyn 5UTR inh: -16; SKKanGAS inh: -10; IEC-6 tox: -6; HSF1 activator: -8

How did O=C(COC(=O)c1cnccn1)c1ccc(-c2ccccc2)cc1 do in these assays?
HIF act: 0.0; HSF1 inh: -5; Platelet DG rel: -5; AI-2 QS modul: 20; aSyn 5UTR inh: 9; SKKanGAS inh: -5; HSF1 activator: -8

What do the screens show for `CCOC(=O)CN1C(=O)C(C)(C)Oc2ccc(C(=O)Nc3ccccc3)cc21`?
HIF act: 2.4; HSF1 inh: 0; Platelet DG rel: -2; AI-2 QS modul: 36; HSP90 inh: -2; KLF5 inhibitor: -22; aSyn 5UTR inh: -27; SKKanGAS inh: -5; IEC-6 tox: -3; HSF1 activator: -8

How did CC(C)=Cc1oc2ccc([N+](=O)[O-])cc2c1N1CC(C)OC(C)C1 (stereo unspecified) do in these assays?
HIF act: -0.1; HSF1 inh: -5; Platelet DG rel: -1; AI-2 QS modul: 1; HSP90 inh: -2; KLF5 inhibitor: -12; aSyn 5UTR inh: -6; SKKanGAS inh: 0; IEC-6 tox: -3; HSF1 activator: -21

Results for CC(C)(C)NC(=O)CN(CC1CCCO1)C(=O)CNS(=O)(=O)c1ccc(F)cc1 (stereo unspecified) ?
HIF act: -0.4; HSF1 inh: -9; Platelet DG rel: 2; AI-2 QS modul: 16; HSP90 inh: 4; KLF5 inhibitor: -21; aSyn 5UTR inh: -16; SKKanGAS inh: -3; IEC-6 tox: 3; HSF1 activator: 0

Random excerpt: 3 records from the list, in no set order.
How did CC(C)=Cc1oc2ccc([N+](=O)[O-])cc2c1N1CC(C)OC(C)C1 (stereo unspecified) do in these assays?
HIF act: -0.1; HSF1 inh: -5; Platelet DG rel: -1; AI-2 QS modul: 1; HSP90 inh: -2; KLF5 inhibitor: -12; aSyn 5UTR inh: -6; SKKanGAS inh: 0; IEC-6 tox: -3; HSF1 activator: -21

What do the screens show for `CC(=O)Nc1ccc(S(=O)(=O)NCC2CCC(C(=O)NC(C)c3ccccc3)CC2)cc1` (stereo unspecified)?
HIF act: 0.8; HSF1 inh: 2; Platelet DG rel: 8; AI-2 QS modul: 16; HSP90 inh: -2; KLF5 inhibitor: -5; aSyn 5UTR inh: 16; SKKanGAS inh: 4; IEC-6 tox: 7; HSF1 activator: 0

How did COCCN1Cc2cccc(C(=O)Nc3ccc(S(=O)(=O)N4CCCCC4)cc3)c2C1=O do in these assays?
HIF act: 0.0; HSF1 inh: -4; Platelet DG rel: 20; AI-2 QS modul: 34; HSP90 inh: 5; KLF5 inhibitor: 18; aSyn 5UTR inh: 27; SKKanGAS inh: 5; IEC-6 tox: 5; HSF1 activator: -19

Going on with the list.
How did Cc1cc(NC(=O)CSc2nc3cc4c(cc3c(=O)n2CCc2ccccc2)OCO4)no1 do in these assays?
HIF act: 0.4; HSF1 inh: -6; Platelet DG rel: 1; AI-2 QS modul: 14; HSP90 inh: -1; KLF5 inhibitor: -20; aSyn 5UTR inh: -19; SKKanGAS inh: 15; IEC-6 tox: 1; HSF1 activator: -3

What do the screens show for `Cc1ccc(N2C(=O)NC(NS(=O)(=O)c3ccccc3)(C(F)(F)F)C2=O)cc1` (stereo unspecified)?
HIF act: -0.4; HSF1 inh: -79*; Platelet DG rel: -5; AI-2 QS modul: 10; HSP90 inh: -2; KLF5 inhibitor: -18; aSyn 5UTR inh: -13; SKKanGAS inh: -3; IEC-6 tox: -8; HSF1 activator: -82

What do the screens show for `NC(=O)c1cc2c3ccccc3ccn2c1-c1ccccc1`?
HIF act: 1.2; HSF1 inh: 36; Platelet DG rel: 10; AI-2 QS modul: -1; HSP90 inh: -3; KLF5 inhibitor: -12; aSyn 5UTR inh: 113*; SKKanGAS inh: 10; IEC-6 tox: 38*; HSF1 activator: 24

What do the screens show for `CCC1=C2CC[C@H]3C(=O)N(c4ccccc4)C(=O)[C@H]3[C@H]2[C@@]2(C)C(=NCC3CC3)OC(=O)N2C1=O`?
HIF act: 0.3; HSF1 inh: 6; Platelet DG rel: 0; AI-2 QS modul: 9; aSyn 5UTR inh: 37; SKKanGAS inh: -2; HSF1 activator: 9

What do the screens show for `CC(/C=C1\SC(=S)N(CC(=O)O)C1=O)=C\c1ccccc1`?
HIF act: -0.5; HSF1 inh: -2; Platelet DG rel: 0; AI-2 QS modul: 8; HSP90 inh: -5; KLF5 inhibitor: -13; aSyn 5UTR inh: 1; SKKanGAS inh: 4; IEC-6 tox: -3; HSF1 activator: -16

Results for Clc1ccc(CONc2ncnc3nonc23)c(Cl)c1 ?
HIF act: 3.4; HSF1 inh: 26; Platelet DG rel: 4; AI-2 QS modul: 14; HSP90 inh: -2; KLF5 inhibitor: -143; aSyn 5UTR inh: -124; IEC-6 tox: 7; HSF1 activator: 17

Results for CCOC(=O)N1CCN(C(=O)c2ccc(N3CCCC3=O)cc2)CC1 ?
HIF act: 0.9; HSF1 inh: 0; Platelet DG rel: -4; AI-2 QS modul: 20; HSP90 inh: 1; KLF5 inhibitor: 9; aSyn 5UTR inh: 12; SKKanGAS inh: 2; IEC-6 tox: 3; HSF1 activator: -4

How did OC1CN=C2C=CC=CN2C1 (stereo unspecified) do in these assays?
HIF act: -0.2; HSF1 inh: -4; Platelet DG rel: 54*; AI-2 QS modul: 8; HSP90 inh: 4; KLF5 inhibitor: -17; aSyn 5UTR inh: 24; SKKanGAS inh: -4; IEC-6 tox: 1; HSF1 activator: -3

What do the screens show for `COc1ccc(Cl)cc1NC(=O)CSc1nnc(C)c(=O)n1N`?
HIF act: 0.1; HSF1 inh: -4; Platelet DG rel: -11; AI-2 QS modul: 55; HSP90 inh: -4; KLF5 inhibitor: -25; aSyn 5UTR inh: -10; SKKanGAS inh: 1; IEC-6 tox: -6; HSF1 activator: -1
